Compound activity: PubChem BioAssay, National Center for Advancing Translational Sciences (NCATS)
BLM helicase inh – blocks DNA unwinding by human BLM helicase | P54132 | recombinant BLM DNA unwinding, fluorescence dequenching | Potency, µM (titrated, usually from 56.1 µM), without a hit: top-dose activity change, negative = inhibition, actives largely listed as inhibitors | hit rate 0.2% among 350,000 | AID 2528;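 further: potency means the concentration at half of the fitted maximal effect; plate controls were vehicle for no effect and no enzyme for full effect; nearly all actives have a fitted effect of over 35% in size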
POLI inh – inhibitors of human DNA polymerase iota; hit rate 1% among 390,000; Potency, µM (titrated, usually from 115 µM), for inactives: top-dose activity, negative = inhibition, hits mostly inhibitors; Q9UNA4; Pol iota fluorescent replication assay, 10 min; further: potency means the concentration at half of the fitted maximal effect
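Pol iota at 10 nM preincubated 15 min with compounds at room temperature; reaction started with fluorescent substrate, 50 nM final. Fluorescence read kinetically at 0 and 10 min; buffer-only wells as negative control.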
ERG-DNA inh – blocks human ERG Ets domain binding to DNA; P11308; fluorescence polarization, His-ERG Ets domain / labelled DNA; Potency, µM (top dose mostly 76.9 µM), for inactives: at the top dose FP activity, negative = inhibition, usual class: inhibitors; hit rate 0.028% among 370,000; AID 624246; active means well fitted inhibition curve with a large enough effect in the polarisation, with a control signal flat; inconclusive means small, poorly fitted or top-dose-only effect, or effect the other way, or a change in a side signal; inactive means no such curve, though single readings can be large or run the other way; the % refers to the polarisation;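 further: polarization taken with two DNA probes labelled with fluorescein and Texas red; potency means the concentration at half of the fitted maximal effect; % of control where 0% means no effect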
Target sequence (P11308 whole entry, looked up, the tested form may be a part): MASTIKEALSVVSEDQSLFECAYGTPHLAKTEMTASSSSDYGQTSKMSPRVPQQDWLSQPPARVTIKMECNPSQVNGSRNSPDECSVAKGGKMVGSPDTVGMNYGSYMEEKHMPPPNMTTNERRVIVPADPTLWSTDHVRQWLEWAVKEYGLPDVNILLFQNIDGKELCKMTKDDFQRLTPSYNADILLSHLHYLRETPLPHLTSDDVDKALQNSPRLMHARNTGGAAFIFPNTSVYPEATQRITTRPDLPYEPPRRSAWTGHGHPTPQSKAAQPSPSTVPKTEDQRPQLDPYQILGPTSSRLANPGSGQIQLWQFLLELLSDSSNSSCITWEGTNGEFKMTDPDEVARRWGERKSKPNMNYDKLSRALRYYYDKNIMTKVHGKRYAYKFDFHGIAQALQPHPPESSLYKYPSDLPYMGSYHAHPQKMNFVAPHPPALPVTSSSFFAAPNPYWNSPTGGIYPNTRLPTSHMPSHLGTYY
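His-tagged ERG Ets domain (1 uM in the protein solution; 300mM KCl, 50mM Tris-HCl, 1mM EDTA, 1mM DTT, pH 7.5) received compound, then a probe mix of 5 nM fluorescein-DNA and 100nM Texas-615-DNA. Fluorescence polarization was read for both dyes.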
Pol kappa inh – inhibitors of human DNA polymerase kappa. purified Pol kappa, fluorescent DNA synthesis assay, 10 min. hit rate 0.53% among 400,000. Potency, µM (series often up to 107 µM), inactives show at the top dose activity, negative = inhibition, actives largely listed as inhibitors. Q9UBT6; further: potency means the concentration at half of the fitted maximal effect; on the % scale 0 is the no-effect control and ±100 the full control effect
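10 nM Pol kappa preincubated 15 min at room temperature with compounds, then reaction started with substrate at 50 nM final. Fluorescence read kinetically at 0 and 10 min; buffer-only wells served as negative control.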
TRHR ag – activates the human TRH receptor. P34981. TRHR cells, calcium flux fluo-8, FDSS agonist mode. hit rate 0.18% among 360,000. activation, % at 2 µM. AID 493084; in the data active means activation above about 30%; further: 0% is about no effect
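Fluo-8-loaded TRHR cells; 10 s baseline, compound added, kinetic Ca2+ fluorescence read 1/s, agonist mode.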
Anesthetic bind – candidate novel general anesthetic via apoferritin binding | P02791 | apoferritin/1-aminoanthracene competitive binding, fluorescence | Potency, µM (top dose mostly 77.5 µM), without a hit: at the top dose activity change, negative = displacement, hits mostly inhibitors | hit rate 0.074% among 350,000 | AID 485281; further: potency means the concentration at half of the fitted maximal effect; on the % scale 0 is the no-effect control and ±100 the full control effect; nearly all actives have a fitted effect of over 20% in size
Target sequence (P02791 2-175 limits assumed): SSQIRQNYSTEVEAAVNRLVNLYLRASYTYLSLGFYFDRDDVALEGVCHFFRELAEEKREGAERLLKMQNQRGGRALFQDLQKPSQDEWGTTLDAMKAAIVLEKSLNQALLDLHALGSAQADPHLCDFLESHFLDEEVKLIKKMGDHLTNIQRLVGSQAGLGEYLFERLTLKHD
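Concentration-response curves derived by four-parameter Hill fitting of normalized fluorescence, where compounds displaced 1-AMA from 10 uM horse apoferritin following a brief 10 min room-temperature incubation; propofol titration acted as positive control.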
ALOX12 inh – inhibitors of human 12S-lipoxygenase ALOX12 | purified 12hLO, xylenol orange hydroperoxide absorbance | P18054 | hit rate 1.1% among 580,000 | Potency, µM (doses to about 108 µM), inactives show at the top dose activity change, negative = inhibition, hits mostly inhibitors; further: potency means the concentration at half of the fitted maximal effect; on the % scale 0 is the no-effect control and ±100 the full control effect
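Purified human 12hLO (150 nM final) in 25 mM Hepes, 0.01% Triton X-100, pH 7.0 was preincubated 15 min at room temperature with compound. Then 40 uM arachidonic acid was added, 30 min. Hydroperoxide was read by Fe-XO absorbance ratio 573/405 nm.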
APEX1 inh – inhibitors of human APE1 endonuclease | recombinant APE1, TAMRA/BHQ-2 abasic DNA cleavage fluorescence | Potency, µM (top dose mostly 65.8 µM), without a hit: top-dose activity change, negative = inhibition, actives largely listed as inhibitors | hit rate 0.35% among 350,000 | AID 2517;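 further: potency means the concentration at half of the fitted maximal effect; plate controls were vehicle for no effect and reference inhibitor for full effect; nearly all actives have a fitted effect of over 55% in size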
Target sequence (P27695 whole entry, looked up): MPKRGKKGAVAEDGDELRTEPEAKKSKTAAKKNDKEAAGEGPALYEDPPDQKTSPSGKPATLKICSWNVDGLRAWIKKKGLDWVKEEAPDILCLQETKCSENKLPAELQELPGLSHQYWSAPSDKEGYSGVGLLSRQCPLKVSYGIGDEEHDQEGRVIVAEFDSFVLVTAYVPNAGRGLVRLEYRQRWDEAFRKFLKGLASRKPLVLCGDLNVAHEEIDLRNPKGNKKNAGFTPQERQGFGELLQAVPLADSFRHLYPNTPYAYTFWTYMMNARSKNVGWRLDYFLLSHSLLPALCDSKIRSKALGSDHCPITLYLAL
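Step 1: APE1 (0.75 nM) with compound, 15 min RT. Step 2: add 50 nM fluorophore/quencher THF duplex. Step 3: three fluorescence reads 60 s apart (525/598 nm); read 3 minus read 1 = reaction progress.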
Pol beta inh – DNA polymerase beta (human) inhibition; P06746; Potency, µM (highest dose often 114 µM), inactives show at the top dose activity change, negative = inhibition, actives largely listed as inhibitors; AID 485314; hit rate 1.3% among 340,000; Pol beta primer extension/strand displacement, fluorescence kinetic; further: potency means the concentration at half of the fitted maximal effect; on the % scale 0 is the no-effect control and ±100 the full control effect
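Curves were derived by four-parameter Hill fits of normalized qHTS data. The kinetic fluorescent primer-extension read was taken at 0 and 10 min after 50 nM substrate, following a 15 min room-temperature preincubation of 10 nM enzyme with compounds.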
* = called active by the depositor; ? = inconclusive; / = no result given; & = joins results of further samples; [ ] = dose if it differs, or a comment. Unless noted, the call rests on the fitted dose curve; in most records, active means well fitted curve in the direction sought with a large enough effect; inconclusive means small, poorly fitted or top-dose-only effect, or another doubt; inactive means no such curve, though single readings can be large; an effect the other way counts as inactive or inconclusive. This is a subset; the hit share may differ from the screen's.

SMILES	BLM helicase inh	POLI inh	ERG-DNA inh	Pol kappa inh	TRHR ag	Anesthetic bind	ALOX12 inh	APEX1 inh	Pol beta inh
CCOC(=O)c1[nH]c(C)c(C(=O)Nc2ccc(F)cc2)c1C	-4%	7%	3%	-19%	0.0	-3%	75%[activator]	2%	38%
COc1cccc(NC(=O)NC2CCN(Cc3nnnn3Cc3ccc4c(c3)OCO4)CC2)c1	-3%	37%[activator]	4%	3%	-0.6	-1%	-18%	-1%	0%
CCCc1cc(=O)n2[nH]c(-c3ccc(C)cc3)nc2n1	0%	?	-1%	1%	0.3	-3%	-15%	/	37%
CCc1ccc(C(=O)c2cn(CC(=O)Nc3ccc(F)cc3)c3cc4c(cc3c2=O)OCO4)cc1	-8%	43%[activator]	1%	0%	-1.2	39%[activator]	-25%	/	22%
COc1ccc(CC(=O)Nc2nc3ccccc3s2)cc1S(=O)(=O)N1CCOCC1	-1%	19%	-9%	-13%	0.8	-22%	-24%	1%	0%
Cc1onc(-c2ccccc2)c1C(=O)NNC(=S)NC(=O)c1ccc(Br)cc1	-2%	25%	1%	-19%	27	2%	-9%	?	0%
CCCC(=O)Nc1c(-c2cccc(C)c2)c(=O)c2ccccc2n1C	-4%	30%	6%	1%	-0.1	23%	13%	42%	-13%
COc1ccccc1N=c1sc2ccccc2n1C	-19%	?	/	-11%	-0.7	?	5%	-1%	-2%
CC1(C)C2CCC1(CS(=O)(=O)N1CCCC1C(=O)O)C(=O)C2 (stereo not drawn)	/	47%[activator]	1%	-12%	/	/	-20%	3%	/
CC(=O)NCCNC(=O)c1ccc(Sc2ccccc2)c([N+](=O)[O-])c1	0%	13%	6%	4%	0.1	-13%	2%	-9%	-25%
N#Cc1ccc(-c2cn3c(n2)SCC3)cc1	-7%	5%	-8%	4%	-1.0	-3%	104%[activator]	28%	2%
COc1ccc(NS(=O)(=O)c2ccc(C)cc2)c([N+](=O)[O-])c1	-8%	30%[activator]	10%	-2%	-0.7	9%	0%	2%	1%
CCC(=O)Nc1ccccc1C(=O)OCC(=O)c1cccc2ccccc12	-9%	24%	-1%	0%	1.7	?	0%	-5%	27%
C=CCn1c(=N)n(CC(=O)c2ccc(Br)cc2)c2ccccc21	1%	58%[activator]	-5%	-14%	-0.1	-16%	0%	0%	26%
Cc1ccsc1/C=C/C(=O)O	-5%	174%[activator]	2%	-1%	1.0	-5%	-3%	-1%	1%
COc1ccc(N(CC(=O)Nc2ccc(C)cn2)S(=O)(=O)c2c(C)nn(C)c2C)cc1	-1%	-2%	0%	9%	0.1	-5%	56%[activator]	-3%	3%
C=CCn1c(Sc2nc(C)cs2)nc2c1c(=O)[nH]c(=O)n2C	0%	18%	-3%	1%	0.6	-9%	-29%	-4%	12%
COc1ccccc1N1CCN(C(=O)CCCCn2c(=O)[nH]c3ccsc3c2=O)CC1	2%	9%	-4%	-8%	0.2	-21%	21%	-9%	10%
COc1ccc(C(=O)/C=C(\C)NCc2ccc3c(c2)OCO3)cc1	-6%	1%	-15%	-10%	-0.9	?	?	-2%	7%
CCc1cccc(NS(=O)(=O)c2csc(C(N)=O)c2)c1	-5%	108%[activator]	-7%	-9%	0.5	-1%	-8%	10%	11%
COc1ccc(C)cc1S(=O)(=O)N1CCN(C)CC1c1ccccc1 (stereo not drawn)	/	2%	7%	-8%	0.1	/	-8%	16%	/
COCCn1c(=O)c(-c2ccc(OC)cc2)nc2cnc(Nc3ccccc3)nc21	2%	/	/	5%[60.1 µM]	/	/	0%	-10%	/
CCNC(=O)c1ccccc1SCC(=O)Nc1ccc(F)cc1	-4%	79%[activator]	-3%	0%	0.4	3%	-9%	-4%	3%
OCC1(Cc2ccc(F)cc2)CCCN(CCc2ccccc2)C1 (stereo not drawn)	-6%	6%	-17%	-1%	1.4	-12%	?	9%	10%
O=C(c1[nH]ncc1[N+](=O)[O-])N1CCOCC1	-2%	0%	18%	-11%	0.3	-5%	?	28%	0%
Additional results follow:
SMILES	BLM helicase inh	POLI inh	ERG-DNA inh	Pol kappa inh	TRHR ag	Anesthetic bind	ALOX12 inh	APEX1 inh	Pol beta inh
Nc1cc(S(=O)(=O)Nc2cc(Cl)ccc2Cl)ccc1N1CCOCC1	-2%	-12%	0%	-11%	0.3	6%	?	-3%	0%
COc1cccc(/C=N/Nc2cc(C)nc(-c3ccccc3O)n2)c1O	-16%	-22%	8%	-5%	0.2	-2%	-2%	10%	43%
CCCNC(=O)c1nc(C)c(C)nc1C(=O)Nc1cccc(Cl)c1	3%	15%	2%	-1%	-0.1	2%	-25%	8%	0%
Cc1ccc(-n2c(=O)c3cccnc3n2CC(=O)NCc2ccc(F)cc2)cc1C	-9%	23%	2%	-12%	-0.3	51%[activator]	-14%	/	-7%
O=C(CN1CCN(Cc2ccccc2Cl)C1=O)NCc1cccnc1	-1%	-14%	-2%	-9%	0.0	-9%	1%	-3%	?
O=C(CCCCCn1c(=O)[nH]c2ccsc2c1=O)NCc1ccc(F)cc1	0%	33%[activator]	3%	-16%	-0.3	-10%	0%	1%	1%
O=C(NCCCn1ccnc1)c1c(F)cccc1F	-10%	8%	-7%	11%	-0.8	-2%	118%[activator]	10%	15%
CC(C)N(C(=O)[C@H]1CC(CC(=O)NCc2ccco2)C(=O)N2CCc3c([nH]c4ccccc34)[C@]12C)C(C)C (stereo partly drawn)	/	18%	-1%	-3%	/	/	-11%	35%	/
C[C@H](NC(=O)c1ccco1)C(=O)OCC(=O)N1CC(=O)Nc2ccccc21	/	22%	1%	3%	/	/	-62%	23%	/
CCC(C)NS(=O)(=O)c1ccc(OCC(=O)Nc2ccc3c(c2)OCCO3)cc1 (stereo not drawn)	-4%	13%	/	-1%	-0.6	?	19%	-3%	28%
Cn1c(CN2CCCCC2)nc2cc(NC(=O)c3cccc(Br)c3)ccc21	5%&-3%	-24%&-6%	1%&-4%	12%&-1%	-0.2&0.7	?	-6%&9%	-4%	23%&14%
Cc1ccc(C(=O)OCC(=O)N2CCCCCC2)c(O)c1	/	3%	-1%	-6%	-0.4	/	18%	45%[activator]	/
Cc1ccc(O)c(CNc2nccs2)c1	-3%	6%	0%	5%	0.0	5%	0%	16%	20%
Cc1cccc(N(CC(=O)Nc2ccc(CC#N)cc2)S(C)(=O)=O)c1	-4%	74%[activator]	-2%	-6%	-0.4	2%	6%	0%	2%
Cc1cc(NS(=O)(=O)c2ccc(NC(=S)NC(=O)c3ccc(F)cc3Cl)cc2)no1	-1%	103%[activator]	1%	-13%	0.1	-14%	?	-3%	27%
Cc1ccc(C)c(NC(=O)c2ccccc2C(=O)c2ccccc2)c1	-4%	/	/	/	0.4	-13%	1%	6%	29%
CCCCn1c(N)c(N(CCOC)C(=O)c2ccc(F)c(S(=O)(=O)N3CCOCC3)c2)c(=O)[nH]c1=O	/	15%	-1%	2%	-0.6	/	10%	20%	/
O=C(NCc1nc2ccccc2[nH]1)C1=C[C@H](c2ccc(C(F)(F)F)cc2)C[C@H](OCc2ccc(CO)cc2)O1	1%	-2%	1%	3%	-0.7	?	-7%	?	-2%
COc1cccc(NC(=O)CCc2ccccc2)c1	/	16%	8%	-5%	-0.8	/	-9%	-1%	/
CCOc1cc(C(=O)OCC(=O)NC(C)c2ccccc2)ccc1OCC(=O)N1CCOCC1 (stereo not drawn)	-1%	55%[activator]	0%	9%	-0.5	-18%	-3%	6%	18%
CC(C)CNC(=S)N(CCCO)Cc1cc2cc3c(cc2[nH]c1=O)OCO3	-1%	174%[activator]	-2%	0%	-0.1	-3%	36%	41%	27%
COc1ccc(C(=O)N2CCN(c3ccc(NC(=O)c4cccs4)cc3)CC2)cc1	-4%	5%	-5%	-14%	-0.2	-1%	64%[activator]	-13%	-17%
CCCN(CCC)CCCNC(=O)c1cc2cc3ccc(Cl)cc3nc2o1	4%	117%[activator]	-4%	0%	0.7	-8%	0%	-12%	13%
CCc1ccc2c(CC(=O)Nc3nnc(C4CC4)s3)coc2c1	-3%	5%	-2%	-14%	0.5	?	-25%	0%	1%
COC(=O)[C@@]12CCCCN1[C@H](c1ccc(-c3cccc(Cl)c3)c(OC)c1)[C@H]1C(=O)N(C)C(=O)[C@H]12	/	4%	-4%	-10%	0.5	/	0%	-9%	/
Next part:
SMILES	BLM helicase inh	POLI inh	ERG-DNA inh	Pol kappa inh	TRHR ag	Anesthetic bind	ALOX12 inh	APEX1 inh	Pol beta inh
CC(C)(C)c1ccc(NC(=O)C2=CN3CCS(=O)(=O)N=C3C=C2)cc1	/	4%	8%	11%	0.9	/	12%	3%	/
CC1=CC(C)(C)Nc2ccc(C)cc21	1%	10%	-8%	-1%	0.0	-20%	?	-2%	-14%
Cc1nccn1CCCN1C(=O)OC2(CCCCC2)C1(C)O (stereo not drawn)	2%	?	-1%	-11%	0.0	4%	-24%	14%	13%
CC(=O)Oc1ccc2nc(-c3ccco3)oc(=O)c2c1	-2%	-10%	-2%	-11%	0.2	-2%	?	40%	?
Cn1nnc(NC(=O)c2ccc([N+](=O)[O-])cc2Cl)n1	-5%	54%[activator]	3%	4%	0.4	-1%	-1%	-2%	3%
CCOCCCN1C(=O)c2ccccc2CC1(C)C(=O)NC1CCCCC1 (stereo not drawn)	-1%	23%	-1%	5%	-0.2	5%	-3%	/	9%
Cc1c(-c2ccccc2)c(=O)oc2cc(O)ccc12	-1%	50%[activator]	-2%	-1%	-0.4	449%[activator]	0%	11%	40%
c1ccc(-c2nnc(CSc3nncs3)o2)cc1	-11%	5%	-7%	2%	0.0	8%	2%	4%	28%
CCOc1ccccc1N(CC)C(=O)c1nn(C)c2c1CSc1ccccc1-2	-5%	-3%	-3%	2%	-0.1	-6%	-1%	-24%	7%
